Source: PubChem (several laboratories)
Anthrax LF inh2: anthrax lethal factor protease inhibition; 360,000 compounds, 0.12% hits; multiplex microsphere protease cleavage assay, LF; AID 588501; P15917; inhibition, % at 10 µM; further: plate controls were buffer without enzyme for full effect and enzyme alone for no effect
Target sequence (P15917 whole entry, looked up): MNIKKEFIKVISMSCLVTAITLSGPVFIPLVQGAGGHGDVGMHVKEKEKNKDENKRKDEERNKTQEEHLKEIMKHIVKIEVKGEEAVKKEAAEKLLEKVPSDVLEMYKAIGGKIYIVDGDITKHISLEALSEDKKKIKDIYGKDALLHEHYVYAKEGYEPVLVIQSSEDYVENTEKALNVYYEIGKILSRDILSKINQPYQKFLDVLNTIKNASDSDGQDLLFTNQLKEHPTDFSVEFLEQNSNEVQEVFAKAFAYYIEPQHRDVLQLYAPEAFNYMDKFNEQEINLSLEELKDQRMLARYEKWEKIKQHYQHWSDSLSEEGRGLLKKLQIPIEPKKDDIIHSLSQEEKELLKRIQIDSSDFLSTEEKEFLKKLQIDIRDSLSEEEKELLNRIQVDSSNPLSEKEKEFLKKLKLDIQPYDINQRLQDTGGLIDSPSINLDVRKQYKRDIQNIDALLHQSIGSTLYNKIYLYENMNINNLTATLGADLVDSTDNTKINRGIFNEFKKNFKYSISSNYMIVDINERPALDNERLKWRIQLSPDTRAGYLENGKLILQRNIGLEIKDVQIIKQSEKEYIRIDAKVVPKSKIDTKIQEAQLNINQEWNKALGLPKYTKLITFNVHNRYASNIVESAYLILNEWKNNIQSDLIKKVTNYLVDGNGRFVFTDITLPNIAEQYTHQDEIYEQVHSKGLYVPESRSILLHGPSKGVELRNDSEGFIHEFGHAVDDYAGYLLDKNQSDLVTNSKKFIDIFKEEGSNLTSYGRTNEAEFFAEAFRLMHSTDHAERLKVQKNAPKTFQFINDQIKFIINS
MazEF act: increases E. coli MazEF RNase cleavage of RNA; 350,000 compounds, 0.32% hits; activation, % at 20 µM; AID 504720; P0AE70; FAM/BHQ RNA-DNA oligo cleavage fluorescence, 5 h; in the data active means activation above about 50%
VHR inh abs: blocks human VHR1 dual specificity phosphatase; P51452; AID 1654; 290,000 compounds, 0.52% hits; recombinant VHR phosphatase, pNPP absorbance; inhibition, % at 13.3 µM; in the data active means inhibition above about 50%; further: some compounds called inactive have numbers as strong as hits
Target sequence (P51452 whole entry, looked up): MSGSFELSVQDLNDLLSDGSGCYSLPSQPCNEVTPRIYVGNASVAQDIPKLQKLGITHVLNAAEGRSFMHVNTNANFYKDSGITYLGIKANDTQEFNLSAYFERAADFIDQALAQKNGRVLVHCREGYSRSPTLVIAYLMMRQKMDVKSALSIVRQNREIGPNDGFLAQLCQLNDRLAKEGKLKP
PrPC surface inh: reduces human prion protein on the cell surface; 370,000 compounds, 0.43% hits; cell surface PrPC, TR-FRET read-out; inhibition, % at 13.8 µM; in the data active means inhibition above about 24%; further: 0% = median of the test wells and 100% = reference compound wells
Rv3671c inh: inhibitors of M. tuberculosis serine protease Rv3671c; inhibition, % at 5.96 µM; P9WHR9; 320,000 compounds, 0.048% hits; in the data active means inhibition above about 38%;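 further: extracellular domain of Rv3671c used as enzyme; 0% = enzyme with DMSO and 100% = no enzyme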
BoNT-F LC inh: inhibitors of Botulinum neurotoxin F light chain protease; Multiplex microsphere protease cleavage assay, flow cytometry; inhibition, % at 10 µM; 360,000 compounds, 0.22% hits; in the data active means inhibition above about 35%, passing the limit was not always enough; inconclusive means no clear call, values can overlap the other calls; further: plate controls were buffer without enzyme for full effect and enzyme alone for no effect
SSB-PriA inh: inhibitors of Klebsiella pneumoniae PriA binding to SSB C-terminal tail | AID 1272365 | inhibition, % at 33 µM | 430,000 compounds, 0.6% hits | AlphaScreen SSBct-PriA binding, biotinylated peptide; in the data active means inhibition mostly above about 37%, no sharp cut-off; inactive means mostly below about 20%;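 further: plate controls were negative control peptide for no effect and reference peptide for full effect; strong numbers were not always called active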
BoNT A protease: BoNT A light chain protease inhibition | multiplex microsphere protease substrate cleavage, flow cytometry | inhibition, % at 10 µM | 360,000 compounds, 0.17% hits; further: plate controls were buffer without enzyme for full effect and enzyme alone for no effect
SARS 3CLpro inh: SARS-CoV 3CLpro protease inhibition; P0C6X7; recombinant SARS-CoV 3CLpro, quenched FRET peptide cleavage; inhibition, % at 6 µM; 290,000 compounds, 0.14% hits; AID 1706; in the data active means inhibition above about 12%
CCHF vOTU inh: blocks the CCHF virus ovarian tumor domain protease; CCHFV vOTU protease, Pep-AMC fluorescence; inhibition, % at 11.5 µM; 370,000 compounds, 0.55% hits; AID 651958; in the data active means inhibition above about 30%; further: 0% = vehicle wells with enzyme and 100% = no enzyme wells
The depositor's hits bear a star; i = inactive; ? = inconclusive; nt = no result given; & = joins results of further samples. Unless noted, no stated cut-off is given here; in the data, active means inhibition above about 30%; inconclusive means no clear call, values can overlap the other calls; inactive means below that. An excerpt; count on the stated rates, not on these rows.

SMILES	Anthrax LF inh2	MazEF act	VHR inh abs	PrPC surface inh	Rv3671c inh	BoNT-F LC inh	SSB-PriA inh	BoNT A protease	SARS 3CLpro inh	CCHF vOTU inh
O=C(Cc1cccs1)N/N=C/c1ccccc1	0	-8	14	9	-4	10	i	0.1	-1	3
CC(C)NC(=O)c1ccccc1S(=O)c1ccccc1C#N (configuration not stated)	2	2	21	1	-4	8	-11	0.7	-4	8
COc1ccc(N2CCN(CCCn3c(=S)[nH]c4ccccc4c3=O)CC2)cc1	-2	3	-15	2	2	-12	-9	-9.9	5	1
CC(C)(C)c1ccc(CC(=O)N2CCC2(C)C(=O)O)cc1 (configuration not stated)	1	nt	nt	7	nt	-1	nt	-0.2	nt	-2
CCOc1ccc(C(=O)NCC(c2ccco2)N2CCOCC2)cc1 (configuration not stated)	nt	-1	nt	-5	8	nt	-6	nt	nt	-5
CC1CCN(S(=O)(=O)c2ccc(NC(=O)CSc3ncccc3C(=O)O)cc2)CC1	4	0	13	-4	2	7	-20	-0.2	0	9
C#CCOCCOCCOCCNc1nc(N2CCN(C(=O)[C@H](CCCCN)n3cc(CN)nn3)CC2)nc(N2CCN(C(=O)[C@H](CCC(=O)O)n3cc([C@@H](N)CCCCN)nn3)CC2)n1	4	18	nt	-2	8	-6	-12	0.1	nt	-2
CCOC(=O)Cc1csc(NC(=O)c2sc3nc4ccc(CC)cc4cc3c2N)n1	6	21	10	-2	3	7	6	8.1	4	10
O=C(NCC(c1ccco1)N1CCOCC1)c1ccc([N+](=O)[O-])cc1 (configuration not stated)	-2	4	11	-2	-2	3	-11	-0.5	3	-2
NC(=O)c1nsc(C(=O)N(c2ccccc2)C(C(=O)NCC2CCCO2)c2cccs2)c1N (configuration not stated)	-2	1	8	13	-1	1	-9	-0.1	1	-10
COc1ccc(/C=C/C(=O)NCC(=O)n2nc(C)cc2C)cc1	-8	2	0	6	2	-9	-12	-0.6	4	3
CCC(C(=O)OC)n1cnc2c(oc3ccccc32)c1=O (configuration not stated)	-2	10	6	4	-1	3	-1	4.0	3	-4
Cc1ccc(OC(=O)N(C)C[C@H]2OCc3cnnn3CCCC(=O)N([C@@H](C)CO)C[C@H]2C)cc1	-2	-6	nt	-4	nt	0	nt	-0.5	nt	-5
CCN(CC)S(=O)(=O)c1ccc(OC)c(NC(=O)Cn2cnc3c2c(=O)n(C)c(=O)n3C)c1	-3	6	9	1	-2	0	-4	-0.7	1	-17
O=C(NCC(c1ccco1)N1CCCCC1)c1ccc2c(c1)S(=O)(=O)c1ccccc1C2=O (configuration not stated)	-6	2	14	-25	-1	-20	-9	0.6	1	-6
CN(C)c1ccc(/C=N/NC2=NS(=O)(=O)c3ccccc32)cc1	4	7	2	4	9	?	nt	-4.3	-3	11
CCCSc1ccc(C(=O)Nc2ccc(Cl)cc2)cn1	-13	-11	26	9	4	12	-11	-1.7	-1	2
CC(C)(C)OC(=O)COc1cc(OCC(=O)OC(C)(C)C)c2c(=O)cc(-c3ccccc3)oc2c1	-3	7	13	13	-16	-4	-2	0.3	2	20
CCOc1ccc(OCCOc2ccc(/C=C/C(=O)O)cc2OCC)cc1	-1	-4	19	1	-8	-5	-4	-0.4	7	0
Cc1ccc(C(=O)NCCN2C3=NC[C@H](C)N3C[C@H]2Cc2ccc(O)cc2)cc1Br	-2	21	14	-3	-8	-3	3	0.5	2	10
CC1CN(C(=O)c2ccc(S(=O)(=O)Nc3ccccc3F)cc2)CC(C)O1 (configuration not stated)	-2	-3	nt	-5	4	2	-7	4.4	nt	-3
CCN(CC)CCNc1nc(-c2ccccc2)nnc1C(F)(F)F	-13	1	27	nt	3	-8	-8	-2.4	2	nt
COCCCN1Cc2cccc(C(=O)O)c2C1=O	-5	7	17	2	-3	-6	-7	-0.9	nt	-2
Cc1ccc(S(=O)(=O)NCc2c(-c3ccccc3)noc2C)cc1	-1	12	-1	1	-9	-9	-8	0.4	-2	-6
COc1ccc(/C=C/C(=O)Nc2nc(C)c(C(=O)N(C)C)s2)cc1	1	8	-4	-15	-22	5	0	0.3	-1	1
CCCOc1ccc(/C=C/C(=O)O)cc1OC	-7	-18	15	-5	-4	-13	-2	-3.7	6	4
Cc1ccc(NC(=O)COC(=O)C2=COCCO2)c([N+](=O)[O-])c1	-2	-16	20	5	6	4	-2	0.3	3	-6
C=CCn1c(O)c(/C=C2\C=NN=C2c2ccccc2)sc1=S	-8	-4	-1	5	-15	-4	nt	-0.2	3	8
Cc1ccc2c(c1)nnn2C1CCN(S(C)(=O)=O)CC1	-1	12	-10	3	-5	11	-15	-0.8	0	-7
CC(NC(=O)COc1ccc(N(C)S(=O)(=O)c2ccccc2)cc1)c1ccccc1 (configuration not stated)	-4	-3	-2	5	-3	-11	3	-0.7	2	5
COc1ccc(N2CCN(CC(=O)NC(=O)NC(C)(C)C)CC2)cc1	-1	5	23	-1	11	-2	-4	-0.5	-4	5
CCOc1ccc(C(=O)N2CCCC2C(=O)O)cc1 (configuration not stated)	3	-14	18	4	2	11	-3	1.1	-2	-8
CCOc1ccc2nc(NC(=O)Nc3ccccc3)sc2c1	-1	5	-2	3	-3	5	2	0.0	-5	0
Cc1cc(C(=O)NN=C2C3CC4CC(C3)CC2C4)c2ccccc2n1	0	7	13	0	-2	-6	-9	-0.3	2	19
CC(CC1C(C#N)=C(N)OC2=C1C(=O)CCC2)c1ccccc1 (configuration not stated)	-8	-19	-8	-3	-8	-2	-11	1.1	-3	-7
CCCCNC(=O)c1ccc2c(c1)N(CC)C(=O)CS2	-6	7	11	10	2	-6	-11	-0.1	-7	-3
CC(NC(=O)c1ccco1)c1ccc2c(c1)OCO2 (configuration not stated)	-3	1	5	3	1	-4	-6	-0.1	5	-6
N#Cc1c(N)n(-c2cccc(O)c2)c2nc3ccccc3nc12	-3	-3	10	-32	-2	-14	-8	0.2	4	-142
Cc1csc(NC(=O)c2ccc(-c3ccc(Cl)cc3Cl)o2)n1	0	-10	6	1	-4	3	-7	-1.4	0	-11
COC(=O)C(C)Oc1ccc2c3c(c(=O)oc2c1)CCCCC3 (configuration not stated)	?	3	-2	6	-2	?	-12	?	3	-100
CCOc1ccc(N(CC(=O)Nc2cc(C)ccc2C)S(=O)(=O)c2c(C)[nH]c(=O)[nH]c2=O)cc1	-8	-3	-16	2	-9	3	3	-1.5	-1	6
COc1ccc(Cc2nc3ccccc3n2CC(=O)N/N=C/c2ccc(C)cc2O)cc1OC	3	-16	44	-2	-4	-1	nt	0.5	0	-1
COC(=O)c1cc(OC)c(OC)cc1NC(=O)c1ccc(Br)o1	0	9	nt	0	2	1	-7	-1.1	-3	-7
COC1CC(C)C(OC)c2cc(O)cc(c2O)NC(=O)C(C)=CC=CC(C)C(OC(N)=O)C(C)=CC(C)C1OC (configuration not stated)	4	3	nt	1	nt	-3	-5	0.0	nt	-8
Cc1ccc(C)c(NC(=O)C2Cc3ccccc3CN2C(=O)OCc2ccccc2)c1 (configuration not stated)	-1	-6	9	4	1	4	2	0.3	2	7
O=C(N/N=C/c1c(O)n(-c2ccc(Cl)cn2)c(=O)c2ccccc12)C1CC1	1	-17	28	-3	14	-9	nt	-0.2	0	-1
COc1cc(C(=O)NC(=S)Nc2ccccc2N2CCCC2)cc(OC)c1OC	2	-3	5	1	-3	-8	6	12	5	28
CC1CCCN(C(=O)CSc2nnc(-c3ccc(O)cc3)o2)C1 (configuration not stated)	-3	3	3	-3	-1	18	-17	-1.8	-3	7
CCCCOc1ccc(/C=C(\C(=O)O)c2ccc(S(=O)(=O)N3CCCC3)s2)cc1	-3	-3	nt	-1	-1	8	2	-0.1	nt	24
O=C(NCCc1ccccc1)c1c(F)cccc1F	-7	1	15	6	0	0	6	-0.5	-4	-2
CCc1ccc([C@H]2[C@@H]3C(=O)C[C@@H]4C(=O)N(c5ccccc5)C(=O)[C@@H]4[C@@H]3CN2S(=O)(=O)c2ccc(C)cc2)cc1	3	nt	nt	8	nt	0	nt	0.7	nt	10
Cc1cc(/C=N/Nc2ccc([N+](=O)[O-])cn2)c(C)n1-c1cccc(C(=O)O)c1	-15	-8	33	-12	5	-6	i	0.9	-3	1
COc1cccc(CN(C)S(=O)(=O)c2cccs2)c1	-2	15	0	6	4	2	-9	2.7	-3	10
CNC(=O)c1ccsc1NC(=O)CCS(=O)(=O)c1ccc(F)cc1	1	3	nt	-2	3	-3	1&-3	-1.0	nt	-9
CCN(CC)S(=O)(=O)c1cccc(-c2nnc(SCc3nc4ccccc4s3)o2)c1	2	-15	20	-3	-14	-2	-18	3.5	3	11
CC(C)CCOC(=O)C[N+](C)(C)CCOC1CC2CCC1(C)C2(C)C (configuration not stated)	-6	21	30	15	2	-6	-24	-0.3	7	7
O=C(NCCOc1ccc(F)cc1)C1CCC(=O)N(Cc2ccc(Cl)cc2)C1 (configuration not stated)	-6	6	nt	4	nt	0	nt	0.5	nt	-1
CCCc1[nH]nc2c1C(c1ccc(Br)s1)C(C#N)=C(N)O2 (configuration not stated)	-1	6	6	nt	5	-2	3	0.1	-6	nt
Cc1ccc2cccc(NC(=S)NC(=O)c3ccccc3)c2n1	2	6	12	-2	-4	12	14	-0.1	1	-13
O=C(CSc1nnnn1-c1ccccc1)NCc1ccco1	-1	3	13	-2	-7	-2	2	-0.5	3	-3

5 compounds picked at random from the list so far, as already listed:
SMILES	Anthrax LF inh2	MazEF act	VHR inh abs	PrPC surface inh	Rv3671c inh	BoNT-F LC inh	SSB-PriA inh	BoNT A protease	SARS 3CLpro inh	CCHF vOTU inh
COC(=O)c1cc(OC)c(OC)cc1NC(=O)c1ccc(Br)o1	0	9	nt	0	2	1	-7	-1.1	-3	-7
COc1ccc(/C=C/C(=O)Nc2nc(C)c(C(=O)N(C)C)s2)cc1	1	8	-4	-15	-22	5	0	0.3	-1	1
COc1ccc(N2CCN(CC(=O)NC(=O)NC(C)(C)C)CC2)cc1	-1	5	23	-1	11	-2	-4	-0.5	-4	5
Cc1cc(/C=N/Nc2ccc([N+](=O)[O-])cn2)c(C)n1-c1cccc(C(=O)O)c1	-15	-8	33	-12	5	-6	i	0.9	-3	1
COc1ccc(/C=C/C(=O)NCC(=O)n2nc(C)cc2C)cc1	-8	2	0	6	2	-9	-12	-0.6	4	3

Continuation:
SMILES	Anthrax LF inh2	MazEF act	VHR inh abs	PrPC surface inh	Rv3671c inh	BoNT-F LC inh	SSB-PriA inh	BoNT A protease	SARS 3CLpro inh	CCHF vOTU inh
O=S(=O)(NCC1CCN(S(=O)(=O)c2ccccc2)CC1)c1ccccc1	-1	0	-11	-1	-13	-3	0	-0.3	-4	-18
c1ccc(-c2cccs2)nc1	3	7	-14	0	-8	?	-20	?	-1	-6
CO/N=C/C(=N\Nc1ccc(C)cc1)C(=O)c1ccc(OC)cc1	-11	-5	12	-2	5	-3	nt	0.0	6	19
O=C(NC(=S)NCCN1CCOCC1)c1ccccc1Br	2	-4	-4	-7	8	-3	-7	-0.7	-5	-5
S=C(NCCc1ccncc1)Nc1ccccc1	4	5	11	-6	4	-2	-13	-0.4	5	24
O=C(CCC(=O)NNC(=O)c1ccc([N+](=O)[O-])cc1)NCc1ccccc1	-6	-17	26	-22	-4	-6	-9	-2.3	1	2
COc1cc(/C=N/N2CCN(c3ccc(Cl)cc3)CC2)cc(OC)c1OC(C)=O	-3	0	20	-4	-7	4	nt	2.6	-2	-3
CCOc1ccc(S(=O)(=O)NC(C)C(=O)NC2CCCC2)cc1 (configuration not stated)	-3	2	15	-2	0	0	-2	0.7	0	-4
COCCn1nnnc1C(c1ccc(O)c(OC)c1)N1CCc2ccccc2C1 (configuration not stated)	0	-3	36	5	-3	2	-5	-0.5	1	2
OCCC1CN(Cc2cccn2-c2ncccn2)CCN1CCc1ccccc1 (configuration not stated)	2	-1	0	-18	-2	-3	0	-0.4	1	11
